PLC-beta3 inh = human PLC-beta3 inhibitors, primary screen, biochemical, fluorescence | Purified PLC-beta3, fluorogenic substrate | inhibition, % at 12.2 µM | 0.18% of 370,000 active | 1-phosphatidylinositol 4,5-bisphosphate phosphodiesterase beta-3 (Homo sapiens), Q01970 | AID 720704, 2013; in the data active = inhibition above about 11%;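 note: 0% = median of compound wells on plate and 100% = full blocker control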
ADAM17 inh = ADAM17 inhibitors, primary screen, biochemical, QFRET; recombinant ADAM17, EDANS/DABCYL FRET peptide cleavage; inhibition, % at 6.95 µM; 0.83% of 370,000 active;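 active = inhibition above the mean of compounds lying between control limits plus 3 SD, set per campaign, cut at about 8.5% in these data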;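 note: 0% = DMSO-only wells as the low control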
SMARCA2 act = SMARCA2 (BRM) function activators, primary screen, cell-based, luminescence, high throughput. MG213 cells, MMTV-luciferase reporter, dexamethasone, overnight. activation, % at 9.1 µM. 1% of 370,000 active; in the data active = activation above about 7.8%;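 note: 0% = vehicle wells and 100% = reference activator wells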
DAX1 inh-1 = DAX1 (NR0B1) inhibitors, primary screen, cell-based, HEK293, Gal4-DAX1, luciferase luminescence | 0.99% of 340,000 active | AID 504766, 2011 | inhibition, % at 6.75 µM | HEK293 Gal4-DAX1 luciferase reporter | Nuclear receptor subfamily 0 group B member 1 (Homo sapiens), P51843;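 active = inhibition above the mean over all tested compounds plus 3 SD, cut at about 4.2% in these data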;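 note: 0% = DAX1-transfected cells with DMSO and 100% = empty-vector control cells with DMSO; inhibition shows as a rise in luminescence from relieved DAX1 repression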
NR1D1 modulator = modulators of Rev-erb alpha DNA binding, primary screen, biochemical, FITC-DNA, fluorescence polarization, uHTS | Rev-erbα–FITC-DNA binding, 90 min | AID 1259318, 2017 | Nuclear receptor subfamily 1 group D member 1 (Homo sapiens), P20393 | activity, % at 10 µM | 0.79% of 370,000 active;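 active = activity above about 14%, limit read from the data; passing the limit was not always enough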;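 note: 0% = DMSO wells with 35 nM protein and 100% = DMSO wells with 750 nM protein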
hcDAF12 agonist = H. contortus DAF-12 nuclear receptor activators, primary screen, cell-based, luminescence, HEK293, lit1-tk-luc reporter; activation, % at 6.8 µM; HEK293 hcDAF-12 lit1-tk-luc reporter; 0% DMSO, 100% Δ7-dafachronic acid; AID 652067, 2013; 1.4% of 370,000 active;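 active = activation above the mean of all tested compounds plus 3 SD, cut at about 5.5% in these data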;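 note: 100% = response to 3 µM Δ7-dafachronic acid high control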
MBD2 DNA inh = inhibitors of MBD2 binding to methylated DNA, primary screen, biochemical, TR-FRET, DNA-binding domain, human; MBD2 binding to methylated oligonucleotide; AID 686964, 2013; 0.31% of 370,000 active; Methyl-CpG-binding domain protein 2 (Homo sapiens), Q9UBB5; inhibition, % at 4.4 µM; in the data active = inhibition above about 13%
ssDAF-12 act = S. stercoralis DAF-12 nuclear receptor activators, primary screen, cell-based, luminescence, HEK293, GRIP1 co-expression, lit1-tk-luc. activation, % at 6.8 µM. 1% of 370,000 active. Nuclear hormone receptor DAF-12 (Strongyloides stercoralis). AID 652126, 2013. HEK293 ssDAF-12/GRIP1 lit1-tk-luc reporter; % of 3 µM dafachronic acid response;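 active = activation above the mean over all tested compounds plus 3 SD, cut at about 0.9% in these data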;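 note: 0% = DMSO-only wells and 100% = 3 µM delta7-dafachronic acid wells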
DAX1 inh-2 = DAX1 (NR0B1) inhibitors on StAR promoter, primary screen, cell-based, luminescence, SF-1 (NR5A1), full-length DAX-1. HEK293T StAR-luciferase reporter, SF-1/DAX-1 repression relief. inhibition, % at 6.8 µM. 1.1% of 370,000 active. AID 652010, 2013;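 active = inhibition above the mean over all tested compounds plus 3 SD, cut at about 3.6% in these data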;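 note: 0% = DAX-1 cells with DMSO and 100% = cells lacking DAX-1 with DMSO; higher inhibition means more luminescence from relief of DAX-1 repression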
hgDAF-12 ag = H. glycines DAF-12 receptor agonists, primary screen, cell-based, luminescence, HEK293, GAL4 fusion, UAS-luciferase | Nuclear hormone receptor DAF-12 (Heterodera glycines), GAL4 fusion | HEK293 GAL4-hgDAF12 UAS-luciferase reporter, agonist luminescence; normalized to butyrate control | activation, % at 6.8 µM | 1.8% of 370,000 active;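 active = activation above a cutoff set at the mean of all screened compounds plus 3 SD, cut at about 10% in these data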;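 note: 0% = DMSO wells and 100% = sodium butyrate wells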
PLCg1 inh = PLC-gamma1 enzyme inhibitors, primary screen, biochemical, fluorescence, purified enzyme. fluorogenic substrate. inhibition, % at 12.2 µM. 0.84% of 370,000 active. AID 720700, 2013; in the data active = inhibition above about 9.5%
Target sequence (P19174 whole entry, looked up): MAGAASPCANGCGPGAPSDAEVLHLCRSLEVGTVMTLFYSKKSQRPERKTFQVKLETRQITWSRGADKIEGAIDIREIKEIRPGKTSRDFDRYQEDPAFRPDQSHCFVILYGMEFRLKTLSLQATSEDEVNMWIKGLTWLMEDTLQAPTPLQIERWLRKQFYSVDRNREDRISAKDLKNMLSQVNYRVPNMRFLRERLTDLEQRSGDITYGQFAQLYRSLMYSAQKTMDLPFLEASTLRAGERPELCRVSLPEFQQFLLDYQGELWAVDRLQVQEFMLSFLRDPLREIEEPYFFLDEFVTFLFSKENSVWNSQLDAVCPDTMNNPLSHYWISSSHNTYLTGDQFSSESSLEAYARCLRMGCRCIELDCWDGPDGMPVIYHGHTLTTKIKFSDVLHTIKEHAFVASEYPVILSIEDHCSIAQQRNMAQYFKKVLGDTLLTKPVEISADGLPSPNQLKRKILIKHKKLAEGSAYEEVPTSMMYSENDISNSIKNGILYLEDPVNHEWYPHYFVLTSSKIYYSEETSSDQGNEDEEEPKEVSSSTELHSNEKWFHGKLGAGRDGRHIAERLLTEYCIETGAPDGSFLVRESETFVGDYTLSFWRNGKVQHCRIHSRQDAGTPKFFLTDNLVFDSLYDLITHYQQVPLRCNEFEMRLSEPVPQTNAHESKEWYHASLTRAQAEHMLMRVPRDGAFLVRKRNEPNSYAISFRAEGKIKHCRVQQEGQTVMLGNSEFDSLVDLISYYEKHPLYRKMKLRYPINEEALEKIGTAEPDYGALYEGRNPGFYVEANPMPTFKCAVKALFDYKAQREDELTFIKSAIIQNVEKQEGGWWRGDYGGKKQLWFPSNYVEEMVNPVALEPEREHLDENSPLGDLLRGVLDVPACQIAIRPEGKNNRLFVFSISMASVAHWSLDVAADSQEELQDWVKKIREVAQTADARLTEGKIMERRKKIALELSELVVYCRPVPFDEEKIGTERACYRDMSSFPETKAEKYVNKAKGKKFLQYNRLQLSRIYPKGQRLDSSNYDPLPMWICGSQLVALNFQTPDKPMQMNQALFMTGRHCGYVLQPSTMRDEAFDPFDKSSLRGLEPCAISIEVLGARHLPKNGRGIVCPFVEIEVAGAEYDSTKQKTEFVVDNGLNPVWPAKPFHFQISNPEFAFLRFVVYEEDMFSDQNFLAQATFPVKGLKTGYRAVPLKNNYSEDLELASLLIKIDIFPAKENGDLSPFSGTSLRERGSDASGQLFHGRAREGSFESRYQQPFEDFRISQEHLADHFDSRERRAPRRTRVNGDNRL
* = called active by the depositor; nt = not tested or not shown.

SMILES	PLC-beta3 inh	ADAM17 inh	SMARCA2 act	DAX1 inh-1	NR1D1 modulator	hcDAF12 agonist	MBD2 DNA inh	ssDAF-12 act	DAX1 inh-2	hgDAF-12 ag	PLCg1 inh
CC(NC(=O)Cc1cccs1)C(c1cccs1)N1CCN(c2ccccc2F)CC1 (stereo not drawn)	1	1	-6	0.4	-1	-2.0	11	-1.3	-0.1	0.6	0
Cc1cc(NS(=O)(=O)c2ccccc2)c(C)c(Cl)c1O	-8	-1	-1	-0.7	0	-2.1	0	-1.7	-0.6	-3.7	-2
CCc1ccc2cc(C)cc(C)c2n1	2	3	2	nt	-4	0.8	1	-0.9	0.6	-0.6	3
C=CCNC(=S)NNC(=O)c1cccn(Cc2cccc(Cl)c2)c1=O	-18	-46	2	-0.9	4	-0.7	-6	-1.3	0.4	-0.2	-13
Cc1ccc(SCc2c(C(=O)N/N=C/c3cccs3)nnn2-c2nonc2N)cc1	0	1	-7	-1.0	1	-1.5	2	-1.1	-2.0	-5.1	5
CCNC(=O)COC(=O)/C=C/c1cccs1	2	1	-1	2.3	1	1.5	-3	-1.1	0.3	-0.1	4
CCOC(=O)/C(=N\Nc1ccccc1[N+](=O)[O-])c1csc(N)n1	-2	-1	0	0.1	1	-1.0	-5	-1.9	-0.6	-3.2	1
CN(C)S(=O)(=O)c1ccc(N2CCCC2)c(C(=O)Nc2ccccc2Br)c1	-10	-3	0	-0.2	-2	-0.9	0	-0.3	0.3	-1.0	2
Cn1c(=O)c2c(nc(NCCc3ccccc3)n2Cc2ccccc2)n(C)c1=O	3	-4	-4	-0.9	0	-2.2	-2	-1.7	0.0	1.4	0
COc1ccc(C(=O)Cn2c(NCCCO)nc3ccccc32)cc1	8	3	-5	0.7	-9	-1.0	-4	-1.1	0.3	-3.5	9
CCOC(=O)c1[nH]c2ccc(C)cc2c1N=CN(CC)CC	-49	-27	3	0.2	1	0.6	4	-1.2	0.2	4.1	-40
C=CCc1ccc(OCc2ccc(C(=O)OC)o2)c(OC)c1	7	7	5	1.3	1	0.9	-5	-0.6	3.3	7.8	5
CCOC(=O)C[C@H]1c2cc(C(F)(F)F)ccc2S(=O)(=O)N1Cc1ccccc1	1	0	0	0.5	0	-0.5	3	-1.4	-0.6	-2.0	2
C#CCN(C[C@@H]1[C@@H](OC(=O)NCCCCCC)[C@@H](OC(=O)NCCCCCC)Cn2c(=O)ccc(=O)n21)S(=O)(=O)c1ccc(C)cc1	-3	6	-5	-4.5	-8	-0.9	0	-1.7	-5.4	-6.8	-2
COc1ccc([N+](=O)[O-])cc1NC(=O)COC(=O)Cc1cc(OC)c(OC)c(OC)c1	5	0	0	0.2	13	-1.4	1	-1.4	-0.1	1.8	4
Cc1ccc(NC(=O)c2sc3nc(N4CCOCC4)c4c(c3c2N)CCCC4)cc1	-138	-21	-2	0.9	-7	1.7	-2	-1.6	-0.8	-0.6	-91
Cc1cc(Nc2nc3ccccc3nc2Cl)n(-c2ccccc2)n1	-37	2	3	1.3	4	-0.7	-1	-1.2	-0.7	3.5	-24
CC(C)CN1CCNC(=O)C1CC(=O)NCCc1cnn(-c2ccccc2)c1 (stereo not drawn)	-11	-12	-2	-0.4	0	-1.2	0	0.0	-0.1	-3.3	-9
c1ccc(COc2ncnc3c2ncn3CCCNCc2ccccn2)cc1	1	-4	-1	-0.2	-1	2.1	0	-0.1	0.7	0.1	0
Cc1ccc(-n2c(C)cc(C(=O)NS(=O)(=O)c3ccc(C)cc3)c2C)cc1	-4	-1	-4	1.4	-2	1.0	3	-1.1	-0.3	-2.4	-1
CCc1nc2ccc(C(=O)NCCOc3ccc(OC)cc3)cn2c1N(CC)Cc1cccc(Br)c1	-15	6	-3	nt	1	-2.5	8	-1.5	-2.0	0.2	-12
COc1ccc(-c2[nH]n(-c3ccc([N+](=O)[O-])cc3)c(=O)c2C=NCc2ccc(F)cc2)cc1	0	-2	0	1.7	8	0.7	-3	0.3	0.3	-2.7	2
c1csc(-c2nnc(N3CCOCC3)c3ccccc23)c1	-7	-5	-1	1.6	8	-1.4	-3	-2.0	-0.5	6.6	-7
COc1ccc(OCC(=O)Nc2nc3c(s2)CCCC3)cc1	-7	3	1	0.1	-3	-1.4	-1	-0.4	0.8	-1.6	0
COc1ccc(C(=O)NNC(=O)c2ccccc2[N+](=O)[O-])cc1	1	-2	1	1.7	7	0.8	0	-0.4	1.9	4.4	2
O=C(c1cccc(C(F)(F)F)c1)C1CCCN(C(=O)CCn2cnnn2)C1 (stereo not drawn)	-6	-4	1	-0.7	-2	-1.9	0	-1.8	0.2	-0.5	-2
COC(=O)C1=C(C)N(CCCC(=O)O)C(=O)NC1c1cccc2ccccc12 (stereo not drawn)	-1	-6	1	2.1	-1	-1.5	3	-1.0	0.1	1.6	-4
Cn1cc(Cl)c(C(=O)Nc2cnn(Cc3ccc(F)cc3)c2)n1	8	1	-3	0.4	-2	-2.8	-9	-1.9	-0.9	-3.4	6
CCOC(=O)COc1ccccc1-c1ccno1	3	1	-2	0.8	-1	-0.5	-3	-1.2	0.1	1.8	4
O=[N+]([O-])c1cc(-c2nnc(Nc3ccc(O)cc3)c3ccccc23)ccc1N1CCOCC1	4	1	0	-1.4	-7	-1.1	-6	-1.3	-0.9	2.2	2
CCn1c(NCc2cc(Br)ccc2NS(=O)(=O)c2ccc(C)cc2)nc2ccccc21	8	4	0	-0.4	-2	-0.7	2	-1.1	-0.1	0.0	0
CCC(C(=O)N1CCN(S(=O)(=O)c2ccc(F)cc2)CC1)c1ccccc1 (stereo not drawn)	1	8	-4	-0.4	3	0.0	1	-1.5	-0.5	0.3	8
O=C(Nc1ccccc1C(=O)N/N=C/c1ccco1)c1ccc(F)cc1	-6	7	-3	0.0	5	-0.5	-3	-1.0	-0.3	-1.5	-1
COCC(=O)/C=C1\Sc2ccccc2N1C	4	-1	0	-0.8	4	-2.5	1	-1.5	0.0	-16	6
CCN(CC(=O)Nc1ccc(OC)cc1)C(=O)c1cc([N+](=O)[O-])ccc1N1CCOCC1	-3	1	-3	-1.9	-4	-0.8	1	-1.2	1.4	-0.3	4
O=C(NCC1CCCO1)C(=O)N/N=C/c1c(F)cccc1Cl (stereo not drawn)	-3	-1	0	-0.1	-5	-2.8	2	-0.9	-0.1	1.2	2
COc1ccc(-c2cc(C3CCN(Cc4cccc(C(F)(F)F)c4)CC3)[nH]n2)cc1	0	12*	-7	-0.2	2	-4.0	-6	-2.1	-1.7	-3.6	8
CCCn1c(=N)c(C(=O)NCc2ccc3c(c2)OCO3)cc2c(=O)n3cccc(C)c3nc21	-2	-8	5	0.8	4	-0.4	-4	-1.3	0.3	2.6	-6
CC(=O)c1ccc(-n2c(CCC(=O)O)ccc2-c2cccs2)cc1	-12	-1	3	2.8	-1	1.0	1	-1.7	0.0	-0.2	-11
CCOC(=O)CNC(=O)N1c2ccccc2Sc2ccccc21	-2	-3	1	-0.8	3	-0.1	1	-1.2	-0.3	-2.7	1
O=C(NCc1nc(-c2ccc(C(F)(F)F)cc2)no1)Nc1cc(Cl)cc(Cl)c1	-5	-2	-3	3.6	-1	0.1	2	-0.9	0.1	1.4	1
CC(C)(C)NC(=O)CN(Cc1cccnc1)C(=O)c1csnn1	1	0	2	0.2	3	-1.6	1	-1.5	-0.4	-2.5	2
OC(CNc1nc2ccccc2s1)c1ccccc1 (stereo not drawn)	0	-4	1	0.3	1	-0.2	-5	-1.0	0.7	0.3	1
Cc1cc(=O)[nH]c(NN=C2C3CC4CC(C3)CC2C4)n1	-1	1	3	1.4	3	0.8	-5	-1.8	0.0	0.5	3
COc1ccc(CC2(CO)CCN(Cc3cc4ccccc4o3)CC2)cc1	-3	-2	-4	-0.2	0	-1.4	-5	-2.2	-1.1	-4.2	-2
O=C(COc1ccc(Oc2ccccc2)cc1)NCc1cn2ccccc2n1	-2	-2	0	-3.0	-4	-0.1	-3	-0.8	-2.0	0.7	-3
Cc1nn(CC2CC2)c(=O)n1-c1cccc(Cl)c1	-4	-3	3	2.0	0	-1.0	2	-1.4	-0.4	0.4	0
CCNc1nc(SCC(=O)Nc2ccccc2)nc(N2CCOCC2)n1	-5	0	0	-1.3	5	-2.2	3	-1.1	-0.5	0.7	-1
CN(C)S(=O)(=O)N1CCN(c2ccc([N+](=O)[O-])cc2)CC1	3	0	-2	0.1	-2	-1.5	-8	-1.7	-0.4	0.6	1
CCc1cccc(CC)c1NC(=O)C1SC(=Nc2ccccc2C)C(c2nc3ccccc3s2)=C1N (stereo not drawn)	-6	8	-5	-0.1	-1	2.2	-4	-0.1	-0.6	0.8	1
Later entries.
SMILES	PLC-beta3 inh	ADAM17 inh	SMARCA2 act	DAX1 inh-1	NR1D1 modulator	hcDAF12 agonist	MBD2 DNA inh	ssDAF-12 act	DAX1 inh-2	hgDAF-12 ag	PLCg1 inh
Nc1ccn(C2OC(COP(=O)(O)O)C(O)C2O)c(=O)n1 (stereo not drawn)	2	-1	-3	-3.4	-1	-0.4	-2	-0.9	-3.6	-5.7	-1
COc1ccc(NC(=O)CCNS(=O)(=O)c2ccc3c(c2)CC(C)N3C(=O)C2CC2)cc1 (stereo not drawn)	-4	0	6	-0.8	10	0.3	-7	-0.8	-0.1	1.8	3
Cc1cccc(C)c1NC(=O)CN(C)C(=O)C1CC(=O)N(c2cccc3ccccc23)C1 (stereo not drawn)	-3	-1	3	-0.1	-2	-0.8	6	-1.2	-0.5	-2.1	-2
COc1cc(CC(=O)Nc2ccc(N3CCOCC3)cc2)cc(OC)c1OC	0	-1	2	-0.7	-1	-0.5	2	-1.4	0.1	-3.2	2
COc1cccc(-c2nnc(NC(=O)c3cccs3)s2)c1	-76	-44	-2	2.6	11	-0.8	2	-1.1	0.8	-0.8	-63

Screening results (PubChem BioAssay)
